A549 tox: counter-screen for Nrf2 inhibitors: cytotoxicity in A549 cells. A549 ARE-Fluc cells, CellTiter-Fluor viability, 18-24 h. 0.16% of 390,000 active. Potency, µM (highest dose often 46 µM), without a hit: top-dose activity change, negative = cytotoxicity, actives largely listed as inhibitors; further: potency means the concentration at half of the fitted maximal effect; on the % scale 0 is the no-effect control and ±100 the full control effect
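Cytotoxicity counterscreen: CellTiter-Fluor fluorescence was measured in A549 ARE_Fluc cells after 18-24 h of compound exposure in a concentration series. The subsequent BugLite luminescent read reports ARE-luciferase activity.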
Nrf2 ARE act: activators of Nrf2 (ARE) signaling. AID 624171. Potency, µM (doses to about 46.1 µM), inactives show at the highest dose activation, most hits filed as activators. AREc32 ARE-luciferase reporter (MCF7-derived line), luminescence, 24 h. 0.31% of 410,000 active; further: potency means the concentration at half of the fitted maximal effect; % of control where 0% means no effect; nearly all actives have a fitted effect of over 65% in size
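Luminescent ARE reporter assay in AREc32_Fluc cells: overnight plating at 37 deg C, 24 hr compound incubation, Steady-Glo added, 30 min RT before reading.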
Nrf2 inh: blocks Nrf2 signaling | A549 ARE-Fluc reporter, luciferase luminescence, 18-24 h | Potency, µM (highest dose often 46 µM), without a hit: at the top dose activity change, negative = inhibition, usual class: inhibitors | 2.1% of 360,000 active | AID 504444; further: potency means the concentration at half of the fitted maximal effect; on the % scale 0 is the no-effect control and ±100 the full control effect; nearly all actives have a fitted effect of over 60% in size
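Two sequential reads on A549 ARE_Fluc cells exposed to compound for 18-24 h: a CellTiter-Fluor fluorescence read for viability, then a luciferase luminescence read for Nrf2/ARE activity.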
HepG2 tox: kills HepG2 cells in TGF-b inhibitor counter-screen; 0.76% of 410,000 active; HepG2 CAGA-GFP viability, ATP luminescence, 18 h; Potency, µM (highest dose often 46.1 µM), inactives show top-dose activity change, negative = cytotoxicity, usual class: cytotoxic; further: potency means the concentration at half of the fitted maximal effect; some results filed as inactive show a strong effect at the top dose
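HepG2 CAGA-GFP cells (1000/well, DMEM with 1% FBS) received compound, then TGF-beta at 500 pg/mL final, and were incubated 18 hours at 37 degrees C. Viability was read by CellTiter-Glo luminescence. Media-only wells were set as complete cell-killing and DMSO as no toxicity.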
Akt phos inh: Akt phosphorylation inhibition; Neuro2A IGF-stimulated pAkt S473 HTRF, 20 min; active compounds read low; activity change, % for hits at 50 µM; 0.32% of 360,000 active; AID 651550; in the data active means activity change below about -80%; inconclusive means mostly about -51% to -80%; further: on the % scale 0 is the no-effect control and ±100 the full control effect
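Neuro2A cells in DMEM with 0.5% FBS, overnight at 37 deg C, given compound at single 50 µM final, then IGF (6 nM final) for 20 min at 37 deg C. Lysed; phospho-Akt Ser473 by HTRF after 24 h, 665/615 ratio.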
Mm-Cpn inhibitor: blocks the Methanococcus maripaludis chaperonin Mm-Cpn; purified Mm-Cpn ATPase, ADP Transcreener TR-FRET; Potency, µM (highest dose often 76.9 µM), inactives show top-dose activity, negative = inhibition, hits mostly inhibitors; 0.031% of 330,000 active; AID 504842; further: potency means the concentration at half of the fitted maximal effect; on the % scale 0 is the no-effect control and ±100 the full control effect; nearly all actives have a fitted effect of over 80% in size
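ATP (10 uM final) was added to archaeal chaperonin (25 nM final) after 10 min exposure to test compound at 37°C; after 30 min further incubation, ADP was detected by competitive TR-FRET.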
ATXN viability: viability counter-screen for ATXN expression inhibitors; S2 cells (HEK-293 line with an ATXN2-luciferase reporter) viability, CellTiter-Fluor protease fluorescence, 24 h; Potency, µM (top dose mostly 56.7 µM), most hits filed as cytotoxic; 0.49% of 400,000 active; AID 651635; further: potency means the concentration at half of the fitted maximal effect; nearly all actives have a fitted effect of over 40% in size
CCT modulator: cytosolic chaperonin activity modulation. purified chaperonin ATPase assay, HTRF ADP detection, 30 min. activity change, % (test concentration not listed), hits read low. 0.3% of 360,000 active. AID 651819; in the data active means activity change below about -30%; further: on the % scale 0 is the no-effect control and ±100 the full control effect
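ATPase activity: ADP formed was measured by HTRF Transcreener (665/615 nm ratio) after 30 min at 37 deg C with 10 uM ATP. Compounds screened at one 76 uM concentration against 40 or 20 nM TRiC in Tris pH 7.4/KCl/MgCl2/DTT buffer.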
TGFb SMAD3 inh: TGF-b pathway inhibition. Potency, µM (titrated, usually from 46.1 µM), inactives show top-dose activity, negative = inhibition, actives largely listed as inhibitors. 1.2% of 410,000 active. HepG2 CAGA-GFP TGF-b/SMAD3 reporter, GFP fluorescence, 18 h; TGF-beta stimulated, 500 pg/mL final; further: potency means the concentration at half of the fitted maximal effect; on the % scale 0 is the no-effect control and ±100 the full control effect; nearly all actives have a fitted effect of over 65% in size
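Inhibition of TGF-beta-driven CAGA-GFP reporter expression in HEPG2 cells is measured by cellular GFP fluorescence after 18 h stimulation with 500 pg/mL recombinant TGF-beta in 1% FBS medium at 37 degrees C.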
* = called active by the depositor; i = inactive; u = inconclusive; x = no result given. Unless noted, the call rests on the fitted dose curve; in most records, active means well fitted curve in the direction sought with a large enough effect; inconclusive means small, poorly fitted or top-dose-only effect, or another doubt; inactive means no such curve, though single readings can be large; an effect the other way counts as inactive or inconclusive.

Preview, 3 compounds:
canonical_smiles | Nrf2 inh | HepG2 tox | Nrf2 ARE act | Mm-Cpn inhibitor | ATXN viability | A549 tox | TGFb SMAD3 inh | Akt phos inh | CCT modulator
CC(CCc1ccccc1)NC(=O)CCc1cn(C)c2ccccc12 (centres undefined) | -25% | -16% | 2.6% | 1% | i | -2% | 0% | i | -3.1
Cc1cccc(-c2cc3nc(C)cc(=O)n3[nH]2)c1 | x | -15% | 9.6% | x | i | x | -11% | i | -0.8
CCN1C(=O)[C@H]2[C@@H](c3ccc(C)cc3)N3C(=O)N(c4cccc(Br)c4)C(=O)[C@@]3(Cc3ccccc3)[C@H]2C1=O | -13% | -20% | -1.0% | -28% | i | 1% | -22% | i | -12

The list itself, from the first entry:
canonical_smiles | Nrf2 inh | HepG2 tox | Nrf2 ARE act | Mm-Cpn inhibitor | ATXN viability | A549 tox | TGFb SMAD3 inh | Akt phos inh | CCT modulator
CC(CCc1ccccc1)NC(=O)CCc1cn(C)c2ccccc12 (centres undefined) | -25% | -16% | 2.6% | 1% | i | -2% | 0% | i | -3.1
Cc1cccc(-c2cc3nc(C)cc(=O)n3[nH]2)c1 | x | -15% | 9.6% | x | i | x | -11% | i | -0.8
CCN1C(=O)[C@H]2[C@@H](c3ccc(C)cc3)N3C(=O)N(c4cccc(Br)c4)C(=O)[C@@]3(Cc3ccccc3)[C@H]2C1=O | -13% | -20% | -1.0% | -28% | i | 1% | -22% | i | -12
[O-][n+]1ccc(C2CC2)cc1 | 26% | -4% | -0.3% | 2% | i | 12% | 1% | i | -0.9
Cc1ccc2c(c1)-c1onc(C(=O)N(C)c3cccc(C(F)(F)F)c3)c1CO2 | -4% | -7% | -0.9% | x | i | 1% | 3% | x | x
CCC1CCCCN1C(=O)Cn1c(=O)n(CCCCCC(=O)NCc2ccccc2)c(=O)c2sccc21 (centres undefined) | -4% | -21% | 1.1% | x | i | -6% | 0% | x | x
O=S(=O)(c1cccnc1)N1CCN(c2nc(-c3cccs3)nc3ccccc23)CC1 | u | -46% | x | x | x | -17% | -20% | x | x
Cc1nn(C(C)C)c(C)c1CN1CCCC(CCC(=O)NCc2ccccc2F)C1 (centres undefined) | -6% | 0% | 0.2% | -1% | i | 1% | 4% | i | 0.6
COc1ccc(N2C(=O)C(Cl)=C(Nc3c(C)n(C)n(-c4ccccc4)c3=O)C2=O)cc1 | 22% | -4% | -0.6% | -3% | i | 1% | 14% | i | -2.9
O=C(CCl)Nc1nc(-c2ccco2)c(-c2ccco2)s1 | -4% | 9% | 11µM* | -10% | i | -4% | -20% | i | -4.0
CCCc1cc(=O)[nH]c(SCc2ccccc2Cl)n1 | -1% | 2% | -0.3% | -2% | x | -2% | -6% | x | -2.8
Cc1cc(C)cc(NC(=O)CCNC(=O)c2ccc([N+](=O)[O-])cc2)c1 | -5% | 4% | 0.2% | 0% | i | 4% | 0% | i | 0.5
O=C(Nc1ccc(F)cc1F)c1csc(-c2ccccc2)n1 | u | -11% | 9.0% | -4% | i | 11% | -18% | i | -0.5
CCC(=O)N1CCc2cc(Br)cc(S(=O)(=O)N3CCCC(C(=O)Nc4cc(C)ccc4OC)C3)c21 (centres undefined) | 8% | -7% | -0.9% | x | i | 0% | 0% | x | x
C=CCCC(=O)N1C[C@@H](CO)[C@@H](NC)C[C@H]1c1ccccc1Br | x | 0% | 0.5% | x | i | x | -19% | i | -2.2
O=C(Nc1cc(Cl)cc(Cl)c1)c1ccc(F)c(S(=O)(=O)N2CCN(c3ccccc3F)CC2)c1 | x | 5% | 0.6% | x | x | 11% | -2% | x | x
COc1ccc(CCCNC(=O)C2(C)Cc3c(-c4cccc(C(N)=O)c4)ccnc3O2)cc1 (centres undefined) | x | -29% | 3.9% | x | u | x | -11% | i | 1.9
CCC(=O)NCCc1nc2cc(NC(=O)c3cccs3)ccc2n1C | u | -1% | 0.7% | -3% | i | -8% | 10% | i | -0.2
COc1ccc(-c2c3c(nc4sc(C(=O)Nc5ccc(F)cc5)c(N)c24)CC(C)(C)CC3=O)cc1 | 9% | 3% | -0.6% | x | i | -3% | 11% | x | x
CCC(C)[C@H](NC(=O)[C@@H]1CSC2c3ccccc3C(=O)N21)C(=O)N1CCCCC1 (some centres undefined) | -9% | -7% | 0.3% | 1% | i | -6% | 5% | i | 0.3
CC(C)Oc1ccc(S(=O)(=O)N2CCOCC2)cc1NC(=O)CC1CCCC1 | -17% | 0% | -0.7% | 0% | i | -4% | -3% | i | 0.3
O=C(Nc1ccccc1)c1ccccc1OCc1ccc(F)cc1 | 2% | -40% | 0.5% | -4% | u | 0% | -1% | i | -2.6
O=C(O)c1ccc(CSc2nc(-c3ccccc3)cc(C(F)(F)F)n2)cc1 | u | -26% | -0.5% | 2% | i | -1% | -17% | i | -3.1
Cc1ccc(C(=O)C2=C(O)C(=O)N(CCCn3ccnc3)C2c2ccc(OC(C)C)cc2)o1 (centres undefined) | 24% | 0% | 2.3% | -12% | i | 0% | 4% | i | 6.2
OC(CNCc1ccc2c(c1)OCO2)COc1ccc(F)cc1 (centres undefined) | 11% | 0% | 2.1% | -2% | i | 6% | 9% | i | -3.1
CCOc1ccc(C(=O)CCC(=O)Nc2ccc(C)c(S(=O)(=O)N3CCCCC3)c2)cc1 | u | 3% | 2.8% | -3% | i | -1% | -9% | i | -3.1
CC(=O)Nc1ccc(-c2csc(Nc3cccc(C)n3)n2)cc1 | u | -11% | 6.6% | 1% | i | 1% | -11% | i | -3.8
COc1cccc(/C=N/n2c(=O)[nH]c3ccccc32)c1OC | u | -33% | 8.3% | -1% | i | -1% | 0% | i | -0.7
COc1ccc(NC(=O)CSCc2ccc([N+](=O)[O-])cc2)cc1OC | 2% | 1% | 2.4% | -5% | u | 0% | -5% | i | -2.0
O=C(NCc1ccccc1Cl)c1ccc(NC(=O)c2nsc3ccccc23)cc1 | x | -28% | -0.8% | x | i | -5% | 3% | x | x
O=C(NC(=S)Nc1ccc(O)cc1)c1ccccc1Cl | 4% | -30% | 20% | 1% | i | 1% | 2% | i | -2.7
Cc1cc(C)nc(SCC(=O)NNC(=O)c2ccccc2C)n1 | -17% | 0% | -2.0% | -3% | i | -7% | 0% | i | -0.5
CC(Nc1ccc(-c2nc(-c3ccccn3)no2)cc1[N+](=O)[O-])c1ccccc1 (centres undefined) | -26% | 0% | 6.6% | x | i | -1% | -1% | x | x
COc1ccc(C(C(=O)NC2CCCC2)N(CC2CCCO2)C(=O)Cn2nnc(-c3ccc(C)o3)n2)cc1 (centres undefined) | -5% | -2% | 0.2% | 0% | u | -3% | -4% | i | -2.2
O=C1CN(C(=O)COC(=O)/C=C/c2ccco2)c2ccccc2N1 | 0% | -2% | 13µM* | -1% | i | 1% | -5% | i | -1.3
COc1ccc(N(C(=O)c2ccco2)C(C(=O)NC2CCCC2)c2cccnc2)c(OC)c1 (centres undefined) | 0% | -10% | -0.1% | 2% | i | -1% | -18% | i | -0.9
O=C(O)CSCC(=O)c1ccccc1 | 1% | 5% | 4.8% | -1% | i | 3% | -17% | i | -0.3
Cc1ccccc1C(=O)NNC(=O)CSc1nc(-c2ccccc2)cc(=O)[nH]1 | -7% | -15% | -0.2% | -8% | i | 3% | 1% | i | -17
OC(COc1ccc2ccccc2c1)CN1CCN(c2ccc(F)cc2)CC1 (centres undefined) | 10% | 0% | -0.1% | 0% | i | 2% | u | i | 0.2
CCSc1nnc(NC(=O)CSc2nc3c(c(=O)n2-c2ccccc2OC)SCC3)s1 | x | -15% | -0.1% | 0% | i | -10% | 10% | i | -0.9
Cc1cc(/C=C(\C#N)C(=O)O)c(C)n1C1CC1 | 2% | -19% | -0.5% | -5% | i | 1% | u | i | -0.8
COc1ccc2oc(C)c(C(=O)c3ccccc3)c2c1 | 1% | 16% | 2.7% | x | i | 5% | 5% | i | 2.2
COC(=O)C1CCN(C(=O)c2c(-c3ccccc3Cl)noc2C)CC1 | 2% | 7% | -0.1% | -2% | i | -6% | 2% | i | -0.1
COC(=O)c1ccccc1NC(=O)CN1CCOCC1 | 2% | 6% | -0.7% | 4% | u | -5% | -14% | i | -0.4
CCC(=O)N1CCC(C)(C(=O)Nc2ccc3c(c2)OCO3)C1 (centres undefined) | x | -2% | -0.6% | x | i | x | 15% | x | -0.3
COc1cc(/C=N/N=C2/NC(=O)C(CC(=O)O)S2)ccc1OCc1ccc(Cl)cc1 (centres undefined) | 12% | 20% | 2.7% | 1% | i | -7% | 0% | i | -0.2
COc1ccc(OC)c(-c2c3cc(O)c(=O)cc-3oc3cc(O)c(O)cc23)c1 | -54% | -19% | 2.9% | -9% | 20µM* | 21µM* | u | i | 1.1
Cc1ccccc1N1C(=O)CC(Sc2nnc(-c3ccccc3)o2)C1=O (centres undefined) | -28% | -19% | -1.2% | u | u | -7% | u | i | 1.6
CC[C@]1(C(=O)OC)[C@H]2C(=O)N(Cc3ccccc3)C(=O)[C@H]2[C@H]2CN=C(SC)N21 | -4% | 0% | 0.1% | -5% | i | 5% | 0% | i | -1.6
CCc1ccc(NC(=O)N(Cc2cn(CC)c3ccccc23)C2CCCCC2)cc1 | u | -58% | -1.1% | x | x | -17% | u | x | x

Next section.
canonical_smiles | Nrf2 inh | HepG2 tox | Nrf2 ARE act | Mm-Cpn inhibitor | ATXN viability | A549 tox | TGFb SMAD3 inh | Akt phos inh | CCT modulator
CCOc1ccc(NC(=O)CN2CCCC2c2cccs2)cc1S(=O)(=O)N1CCCCC1 (centres undefined) | u | -7% | 8.5% | -1% | u | -5% | u | i | 1.1
COc1ccc(CNC(=O)c2ccc(NC(=O)N3CC4CCCN4c4ccccc43)cc2)cc1 (centres undefined) | -11% | -14% | 1.2% | x | i | 0% | -19% | x | x
NS(=O)(=O)c1cc2c(cc1Cl)NC=NS2(=O)=O | 1% | -6% | -0.9% | 1% | i | -5% | -6% | i | -2.7
O=[N+]([O-])c1ccccc1CN1CCN(S(=O)(=O)Cc2ccccc2)CC1 | -3% | -82% | 0.1% | 1% | i | 8% | 11% | i | -3.0

Screening results (PubChem BioAssay)
